# S1P3 antag – blocks the human S1P3 receptor; CHO S1P3 NFAT-BLA reporter, FRET fluorescence, antagonist mode; 0.27% of 170,000 active; AID 485; Q99500; inhibition, % at 4.98 µM;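 active = inhibition above the plate cutoff, the mean inhibition of test wells on that plate plus 3 SD, cut at about 28% in these data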;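 also: cells challenged with S1P at its EC80 of 0.8 µM; blue over green emission ratio from cleaved BLA substrate after 4 h stimulation; 0% = S1P-stimulated wells and 100% = unstimulated DMSO-only wells; some compounds past the cut are filed as inactive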
# Target sequence (Q99500 whole entry, looked up): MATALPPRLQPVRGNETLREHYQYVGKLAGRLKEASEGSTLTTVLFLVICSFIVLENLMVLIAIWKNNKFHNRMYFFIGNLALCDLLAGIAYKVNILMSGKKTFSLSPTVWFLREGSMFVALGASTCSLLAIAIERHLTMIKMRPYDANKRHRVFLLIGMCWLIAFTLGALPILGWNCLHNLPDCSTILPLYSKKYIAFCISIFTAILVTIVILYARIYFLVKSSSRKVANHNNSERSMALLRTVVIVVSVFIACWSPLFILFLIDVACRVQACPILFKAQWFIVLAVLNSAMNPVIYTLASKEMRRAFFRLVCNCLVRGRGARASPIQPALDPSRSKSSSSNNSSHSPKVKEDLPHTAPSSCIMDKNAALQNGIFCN
# TLR4 MyD88 comp – blocks binding of human TLR4 to MyD88. O00206+Q99836. HeLa CL3-4 TLR4/MyD88 BLA complementation, FRET ratio. inhibition, % at 8.4 µM. 0.18% of 200,000 active. AID 861; in the data active = inhibition above about 25%;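 also: 0% = vehicle and 100% = reference inhibitor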
# Hsp70 act – Hsp70 transcriptional activation, primary screen. 0.04% of 200,000 active. HeLa Hsp70 promoter luciferase reporter, luminescence; scaled: vehicle 0, proteasome-inhibitor control 100%. AID 1203. activation, % at 10 µM;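 active = activation above the mean across all tested compounds plus 3 SD, cutoff set per campaign, cut at about 5.5% in these data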;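 also: 100% = MG132 at 30 µM as the positive control and 0% = DMSO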
# PMI act satM6P – activators of human phosphomannose isomerase at near-saturating mannose 6-phosphate | coupled PMI enzyme assay, resazurin fluorescence, 20 min; active compounds read high; 1 = untreated enzyme, 0 = substrate-free blank | activation factor at 20 µM | 0.34% of 190,000 active | AID 1216;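 active = activation factor of 2 or more at 20 µM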
# Target sequence (P34949 whole entry, looked up): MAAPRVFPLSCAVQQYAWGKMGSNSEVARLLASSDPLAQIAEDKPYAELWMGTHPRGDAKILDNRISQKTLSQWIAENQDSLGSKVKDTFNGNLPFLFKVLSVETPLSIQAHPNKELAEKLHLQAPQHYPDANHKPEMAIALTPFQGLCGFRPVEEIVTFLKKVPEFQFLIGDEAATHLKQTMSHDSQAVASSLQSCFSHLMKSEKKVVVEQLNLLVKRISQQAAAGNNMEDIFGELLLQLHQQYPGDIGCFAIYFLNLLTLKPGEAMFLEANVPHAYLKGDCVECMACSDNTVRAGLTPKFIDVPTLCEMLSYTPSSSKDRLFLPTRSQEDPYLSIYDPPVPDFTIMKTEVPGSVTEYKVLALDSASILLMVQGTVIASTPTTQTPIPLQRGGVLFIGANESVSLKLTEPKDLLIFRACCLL
#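 Test system: human phosphomannose isomerase with PGI, G6PDH, diaphorase coupling enzymes; amount: 15 ng/mL PMI; incubation: enzyme reaction with compound 20 min at room temperature; technique: resorufin fluorescence (Ex 544/Em 590 nm) from resazurin via diaphorase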
# Lmaj promast – inhibitors of Leishmania major promastigote growth; Leishmania major promastigotes, resazurin fluorescence viability; inhibition, % at 10 µM; 9% of 200,000 active; AID 1063;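 also: promastigotes grown with compound for 44 hours at 28 °C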
# PMI act – activators of human phosphomannose isomerase; 0.005% of 190,000 active; P34949; activation factor at 20 µM; purified human PMI, coupled resazurin fluorescence, 20 min; active compounds read high; 1 = vehicle control, 0 substrate-free wells;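 active = activation factor of 2 or more at 20 µM, relative to plate controls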
# DTT redox prof – compounds producing H2O2 with reducing agent – biochemical, NIH compound library profiling, artefact control for MLSCN library redox annotation, primary screen | 0.03% of 200,000 active | AID 878 | activation, % at 10 µM | DTT-dependent redox cycling H2O2, phenol red/HRP absorbance; 100% = 100 µM peroxide control, 0% = buffer;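 active = activation of at least 50% relative to the plate's high and low controls in the primary single-dose screen; inactive = activation below 50%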;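 also: compound incubated with DTT at 0.8 mM final as the reducing agent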
# Diaphorase inh – diaphorase inhibition or chemical oxidation counter-screen. diaphorase resazurin-to-resorufin fluorescence, NADH, 16 min; bacterial (C. kluyveri) enzyme, not human. inhibition, % at 20 µM. 0.69% of 190,000 active. AID 1217;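 active = primary screen inhibition at 20 µM above a set limit, cut at about 50% in these data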;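 also: plate controls were DMSO with full reaction for no effect and wells lacking NADH for full effect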
#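 Test system: bacterial diaphorase enzyme (C. kluyveri); Quantity: 0.14 U/mL diaphorase, enzyme working solution; Times: reaction incubation of 16 min at room temperature; Measured by: fluorescence of resorufin formed from resazurin, Ex 544/Em 590 nm; Benchmarks: positive control minus NADH, DMSO neutral control.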
# RAM network inh – inhibitors of the yeast RAM network; inhibition, % at 50 µM; S. cerevisiae dse1pr::URA3 reporter, 5-FOA growth OD615, 2 d; analog-sensitive cbk1-as2 kinase mutant strain; AID 868; 1.8% of 190,000 active;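 active = inhibition above a set limit, 3 SD over mean compound inhibition, cut at about 8.4% in these data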;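 also: 0% = DMSO-only wells with no growth and 100% = 10 µM 1-NA-PP1 full growth; inhibition rescues growth on 5-FOA so higher OD means more RAM inhibition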
# Diaph act CS – activates diaphorase or chemically reduces, flagging diaphorase assay artifacts; Diaphorase/resazurin coupled assay, resorufin fluorescence, 16 min; active compounds read high; 1 = vehicle wells, 0 = NADH-free wells; activation factor at 20 µM; 0.005% of 190,000 active;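 active = diaphorase activity raised at least twofold by the compound at 20 µM; inactive = activation factor below 2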
#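 test system = bacterial diaphorase enzyme (C. kluyveri) | quantity = enzyme 0.07 U/mL final | reagent = NADH substrate 0.114 mM plus resazurin dye 0.1 mM, final | incubation = 16 min enzyme reaction, ambient temperature | buffer or medium = HEPES pH 7.4 buffer with MgCl2 and Tween 20 | signal = fluorescence of resorufin, 544 nm excitation, 590 nm emission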
# G6PDH CS – inhibits Leuconostoc G6PDH, flagging false hits in G6PDH-based assays | Purified L. mesenteroides G6PDH, diaphorase/resazurin coupled fluorescence, 45 min | inhibition, % at 5 µM | 0.12% of 200,000 active | AID 1020
# An asterisk follows results filed as active; x = not tested or not shown. Rule as the data show it, unless noted: active = inhibition above about 50%; inactive = the rest.
SMILES	TLR4 MyD88 comp	Diaphorase inh	S1P3 antag	Diaph act CS	DTT redox prof	RAM network inh	PMI act satM6P	PMI act	G6PDH CS	Lmaj promast	Hsp70 act
CCCCNC(=O)CC1NCCNC1=O (stereo unspecified)	-3	-10	-13	1.1	0.2	-1.8	0.9	0.9	7	3	-0.3
COC(=O)c1sccc1NC(=S)Nc1ccccc1	-8	22	3	0.8	-0.4	-0.3	1.1	1	8	-8	-0.3
Cc1ccc(Sc2nc(-c3ccccc3)nnc2C(F)(F)F)cc1	-3	10	x	0.9	-3.2	2.7	0.9	0.9	-12	12	-0.1
O=C(/C=C/c1cccc([N+](=O)[O-])c1)Nc1ccccn1	-1	3	-5	1	0.2	0.5	1	1.1	3	-5	-0.2
O=C(c1cccc(N2C(=O)C3C4C=CC(C4)C3C2=O)c1)N1CCCc2ccccc21 (stereo unspecified)	-4	14	7	0.9	-0.7	0.5	0.9	0.9	-7	8	-0.1
CSc1nc(-c2ccccc2)nc(N2CCCC2)c1C(C)=O	-1	22	6	0.8	0.5	4.4	0.9	0.8	1	3	-0.1
Cc1c(-n2c(CN3C(=O)c4ccccc4C3=O)nc3ccccc3c2=O)c(=O)n(-c2ccccc2)n1C	-7	x	-15	x	0.0	x	x	x	x	-6	-0.1
CCCC/C(C)=N/NC(=O)CN(c1ccc(Br)cc1)S(=O)(=O)c1ccccc1	8	8	-12	0.9	-0.2	0.8	1	1.1	0	-5	-0.2
COc1ccc2[nH]c(C)c(C(=O)CN3CCc4cc(OC)c(OC)cc4C3)c2c1	2	0	x	1	1.7	0.4	1.1	1.1	6	6	-0.3
CCOC(=O)c1c(C)n(-c2ccc(OC)cc2)c2c(C/C(C)=N/O)c(Br)c(OC)c(O)c12	-6	10	x	0.9	0.1	6.4	1.1	1	1	4	-0.3
O=C(N/N=C/c1ccccc1O)c1cc(=O)[nH]c2ccccc12	8	20	3	0.8	0.2	0.6	1.1	1	2	99*	-0.2
O=C(C1CC(=O)N(c2ccccc2)C1)N1CCN(C2=NS(=O)(=O)c3ccccc32)CC1 (stereo unspecified)	9	6	2	0.9	0.6	2.3	0.9	0.9	25	-2	-0.1
Cc1ccc(CN2CCN(/N=C/c3cc(Br)cc(Br)c3O)CC2)cc1	-1	29	-17	0.7	-0.5	-1.4	1.1	1.2	9	51*	0.1
c1ccc(-n2ncc3c(NCc4cccs4)ncnc32)cc1	10	18	32	0.8	-2.9	4.1	0.8	0.8	-8	-5	0.1
CCN(CC)c1ccc(C(=O)N/N=C/c2ccccc2OC(F)F)cc1	2	4	12	1	-0.1	0.7	1.3	1.1	-8	-2	-0.2
CCOc1cc(C2C(C(=O)OC)=C(C)N=C3SC(C)C(=O)N32)ccc1OC(C)=O (stereo unspecified)	0	11	0	0.9	-0.1	3.7	1	1	3	-8	-0.2
Cc1cc(C)c2[nH]c(=O)c(CN(Cc3ccco3)C(=S)NCC3CCCO3)cc2c1 (stereo unspecified)	-6	16	11	0.8	-0.1	6.2	0.9	0.8	17	88*	-0.2
S=C(c1ccc(-c2ccccc2Cl)o1)N1CCCCC1	-3	9	-3	0.9	0.5	-1.7	1	0.9	-4	3	-0.2
COC(=O)c1ccccc1NC(=O)N1CCCC1	-6	15	-7	0.8	0.6	1.3	0.9	0.8	2	-5	-0.3
COCCCN1C(=O)C(O)=C(C(=O)c2ccco2)C1c1ccccc1 (stereo unspecified)	-8	12	-20	0.9	-0.6	3.7	1	0.9	2	-7	-0.2

# Quoted from the entries so far, three compounds:
SMILES	TLR4 MyD88 comp	Diaphorase inh	S1P3 antag	Diaph act CS	DTT redox prof	RAM network inh	PMI act satM6P	PMI act	G6PDH CS	Lmaj promast	Hsp70 act
COc1ccc2[nH]c(C)c(C(=O)CN3CCc4cc(OC)c(OC)cc4C3)c2c1	2	0	x	1	1.7	0.4	1.1	1.1	6	6	-0.3
CCOC(=O)c1c(C)n(-c2ccc(OC)cc2)c2c(C/C(C)=N/O)c(Br)c(OC)c(O)c12	-6	10	x	0.9	0.1	6.4	1.1	1	1	4	-0.3
O=C(N/N=C/c1ccccc1O)c1cc(=O)[nH]c2ccccc12	8	20	3	0.8	0.2	0.6	1.1	1	2	99*	-0.2

# (more compounds)
SMILES	TLR4 MyD88 comp	Diaphorase inh	S1P3 antag	Diaph act CS	DTT redox prof	RAM network inh	PMI act satM6P	PMI act	G6PDH CS	Lmaj promast	Hsp70 act
O=C(NC1CCCc2ccccc21)c1ccc(CNc2c(N3CCOCC3)c(=O)c2=O)cc1 (stereo unspecified)	-11	2	0	1	-0.6	2.7	1.1	1	16	-3	-0.2
Cc1nn(Cc2ccccc2Cl)c(C)c1NC(=O)c1noc2c1CCCCC2	-10	16	-11	0.8	0.7	2.4	1	1	5	7	0.5
COC(=O)c1ccc(OCCOCCOc2cccc3ccc(C)nc23)cc1	-1	7	-8	0.9	-0.1	-0.5	0.8	0.9	5	3	-0.2
N#Cc1ccccc1CSc1nc(O)cc(=O)[nH]1	8	8	17	0.9	1.2	0.1	0.9	0.9	0	-3	0.6
CC(=O)Nn1cc2c(=O)n(C)c(=O)n(C)c2c1	-9	16	-25	0.8	1.3	0.1	1.1	1.1	-4	-3	-0.3
N/C(=N\OC(=O)c1cccnc1)c1ccccc1Cl	3	1	-19	1	-0.5	0.3	1.1	1	1	0	-0.2
CCOC(=O)c1cnc2nc(N3CCOCC3)nn2c1N	9	13	7	0.9	-0.9	-0.7	0.9	1	0	-3	-0.5
CC1CC2(CCCCC2)Nc2c1ccc1ccccc21 (stereo unspecified)	4	38	x	0.6	0.9	9.4*	1.4	1.2	10	35	-0.4
Nc1nonc1C(=Nc1ccc(Br)cc1)NO	4	10	x	0.9	0.2	0.1	0.9	0.9	2	-6	-0.2
CCOC(=O)C(Cc1ccccc1)NC(=O)CCc1c(C)nc2ncnn2c1C (stereo unspecified)	-3	2	4	1	-0.3	2.1	1	1	1	-4	0.0
CCOC(=O)C(=CNc1ccc2c(c1)nnn2-c1ccc(Cl)cc1)C(=O)OCC	-13	1	7	1	0.2	1.3	1.1	1.1	6	-1	0.0
Cc1ccc2nc(N3CCN(Cc4nnnn4C4CCCC4)CC3)c(C#N)cc2c1	3	22	x	0.8	0.7	4.1	1	1.1	1	-2	0.0
CCC1C(c2ccccc2)N(C)C(c2ccccc2)CC1(O)c1ccccc1 (stereo unspecified)	6	21	22	0.8	-0.2	-0.1	0.9	0.8	8	53*	-0.5
NNC(=O)CN1C(=O)Nc2ccc(Br)cc2C1c1ccccc1 (stereo unspecified)	2	-9	x	1.1	0.6	-0.4	1.1	1.1	4	-5	-0.5
Cc1ccc(-c2n[nH]c(=S)c3ccccc23)cc1	0	-4	-10	1	0.0	0.3	1.4	1.7	0	-8	-0.2
CN(C)c1ccc(N=Cc2nc(-c3ccccc3)oc2O)cc1	12	19	-13	0.8	1.5	-0.1	0.7	0.8	1	-3	-0.2
C=C(C)c1nc(N)nc(N)n1	-7	17	9	0.8	0.0	2.2	1	0.9	3	15	-0.3
Cn1c(N)c(C(=O)CCl)c(=O)n(Cc2ccccc2)c1=O	-8	6	-4	0.9	0.7	1.4	1.2	1.2	9	62*	-0.3
C=C(C)c1cccc(C(C)(C)NC(=O)N2CCC(C)CC2)c1	5	11	x	0.9	0.2	1.3	1	1	3	11	-0.2
CCOC(=O)N1CCN(C(=O)c2ccc3c(c2)NC(=O)C(N2CCOCC2)S3)CC1 (stereo unspecified)	-10	6	-2	0.9	-0.4	1.3	1	1	4	1	-0.1
COC(=O)c1sc(S(=O)(=O)Nc2ccc(C)c(C)c2)c(C(=O)OC)c1C	-6	17	7	0.8	-0.1	6.1	0.8	0.8	14	6	-0.3
COc1ccc(CC(=O)Oc2cc(C)[nH]c(=O)c2[N+](=O)[O-])cc1	6	2	2	1	0.0	0.9	1.1	1.2	1	-5	-0.3
O=C(N/N=C/c1cccc([N+](=O)[O-])c1)c1ccc2c(c1)OCCO2	-3	22	x	0.8	-4.2	2.5	0.9	0.9	-1	4	0.3
CCCCSc1nnc2nc(C)cc(C)n12	6	4	-13	1	-0.1	0.3	0.9	0.9	1	-3	0.2
O=C(COC(=O)c1cc([N+](=O)[O-])ccc1NCCO)NCc1cccs1	9	5	-6	0.9	0.1	11*	0.9	1	7	-4	-0.2
COc1ccc(S(=O)(=O)N2CCN(c3ccc(C)cc3C)CC2)cc1OC	-6	18	103*	0.8	-0.4	5.4	0.8	0.8	1	-7	0.1
CCc1ccc(-c2cc(C(=O)N3N=C(C(F)F)CC3(O)C(F)F)c3ccccc3n2)cc1 (stereo unspecified)	-17	24	x	0.8	-3.7	2.4	0.9	0.8	-2	71*	0.2
COc1ccc(S(=O)(=O)n2nc(-c3ccc(Cl)cc3)cc2N)cc1OC	-8	31	x	0.7	-1.5	0.9	0.9	0.8	4	1	-0.2
Cc1cccc[n+]1CC(=O)Nc1ccc([N+](=O)[O-])cc1Cl	-6	8	x	0.9	1.8	2.1	1	1	-1	-6	-0.3
NC(=O)c1ccccc1N(Cc1ccccc1)S(=O)(=O)c1ccccc1	-10	3	3	1	-0.5	0.2	1	1	6	3	-0.2

# Full records as entered above.
# Profile of O=C(COC(=O)c1cc([N+](=O)[O-])ccc1NCCO)NCc1cccs1 : TLR4 MyD88 comp: 9; Diaphorase inh: 5; S1P3 antag: -6; Diaph act CS: 0.9; DTT redox prof: 0.1; RAM network inh: 11*; PMI act satM6P: 0.9; PMI act: 1; G6PDH CS: 7; Lmaj promast: -4; Hsp70 act: -0.2
# Profile of COc1ccc(S(=O)(=O)N2CCN(c3ccc(C)cc3C)CC2)cc1OC : TLR4 MyD88 comp: -6; Diaphorase inh: 18; S1P3 antag: 103*; Diaph act CS: 0.8; DTT redox prof: -0.4; RAM network inh: 5.4; PMI act satM6P: 0.8; PMI act: 0.8; G6PDH CS: 1; Lmaj promast: -7; Hsp70 act: 0.1
